Her2 expr inh – inhibitors of Her2 protein expression, primary screen, SKBR-3 cells, AlphaScreen, 66K library; SKBR-3 HER2 protein level, 18-24 h; active compounds read low; HER2 level % of control, % at 10 µM; hit rate 0.69% among 65,000; AID 645, 2007;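 active means HER2 level under 5% of the carrier-only control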;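 further: 100% = DMSO carrier and 0% = 500 nM PU-H71 HSP90 inhibitor; lower value means stronger loss of Her2 protein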
Target sequence (P04626 whole entry, looked up): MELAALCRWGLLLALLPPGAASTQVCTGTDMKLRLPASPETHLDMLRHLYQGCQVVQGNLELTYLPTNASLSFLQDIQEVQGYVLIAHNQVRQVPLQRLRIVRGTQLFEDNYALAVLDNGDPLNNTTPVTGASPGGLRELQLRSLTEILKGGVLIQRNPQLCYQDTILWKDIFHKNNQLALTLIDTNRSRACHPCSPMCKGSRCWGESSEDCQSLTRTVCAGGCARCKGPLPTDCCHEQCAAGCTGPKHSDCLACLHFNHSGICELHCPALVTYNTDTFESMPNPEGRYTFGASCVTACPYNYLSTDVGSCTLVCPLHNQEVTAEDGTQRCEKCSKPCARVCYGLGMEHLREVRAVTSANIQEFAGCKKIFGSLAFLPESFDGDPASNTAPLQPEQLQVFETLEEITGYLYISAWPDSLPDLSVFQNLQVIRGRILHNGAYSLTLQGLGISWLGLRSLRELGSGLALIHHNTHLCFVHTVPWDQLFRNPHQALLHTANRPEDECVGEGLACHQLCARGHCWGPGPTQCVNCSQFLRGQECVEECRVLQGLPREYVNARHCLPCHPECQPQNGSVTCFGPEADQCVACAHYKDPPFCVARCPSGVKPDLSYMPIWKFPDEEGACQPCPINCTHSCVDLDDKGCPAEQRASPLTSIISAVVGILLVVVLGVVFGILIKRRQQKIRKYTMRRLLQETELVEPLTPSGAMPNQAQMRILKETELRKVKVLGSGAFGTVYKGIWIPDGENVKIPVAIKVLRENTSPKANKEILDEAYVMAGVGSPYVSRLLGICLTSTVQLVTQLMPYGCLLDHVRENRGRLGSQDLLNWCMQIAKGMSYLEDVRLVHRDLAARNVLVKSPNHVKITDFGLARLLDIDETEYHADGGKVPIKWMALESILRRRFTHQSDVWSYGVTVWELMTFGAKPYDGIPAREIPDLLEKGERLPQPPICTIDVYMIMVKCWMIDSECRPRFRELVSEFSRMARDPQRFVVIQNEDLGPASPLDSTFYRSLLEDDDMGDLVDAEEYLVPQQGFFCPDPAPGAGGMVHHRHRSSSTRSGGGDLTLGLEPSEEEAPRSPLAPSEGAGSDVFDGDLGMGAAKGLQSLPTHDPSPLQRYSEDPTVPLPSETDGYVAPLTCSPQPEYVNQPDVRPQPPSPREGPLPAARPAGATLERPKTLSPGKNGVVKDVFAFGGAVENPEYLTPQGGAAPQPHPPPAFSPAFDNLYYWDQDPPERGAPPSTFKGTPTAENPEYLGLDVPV
RORa activator – activators of orphan receptor RORA, primary screen, cell-based, luminescence. Nuclear receptor ROR-alpha (Homo sapiens), P35398. hit rate 1.5% among 65,000. CHO-K1 Gal4-RORA LBD luciferase reporter; percent increase over mock-subtracted basal signal. activation, % at 10 µM;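 active means activation above the mean of all tested compounds plus 3 SD, cut at about 49% in these data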;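 further: 0% = DMSO-treated RORA cells and 100% = added signal equal to DMSO minus mock-transfected cells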
SF-1 act – activators of human SF-1, primary screen, cell-based, CHO-K1, Gal4-SF-1 LBD, luciferase luminescence | CHO-K1 Gal4-SF-1 LBD luciferase reporter; % increase over DMSO SF-1-specific signal | AID 522, 2006 | hit rate 1.9% among 65,000 | Steroidogenic factor 1 (Homo sapiens), Q13285 | activation, % at 10 µM;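 active means activation above the mean activation of all tested compounds plus 3 SD, cut at about 50% in these data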
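Assay system – CHO-K1 cells with Gal4–hSF-1 LBD chimera plus Gal4-driven luciferase · Quantity – 4,000 cells per well · Times – compound added 1 h post-seeding, 20 h exposure at 37 °C, 5% CO2 · Measured by – luciferase light emission · Benchmarks – DMSO and mock-transfected background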
MKP-1 inh – MKP-1 phosphatase inhibitors, primary screen, biochemical, in vitro; hit rate 0.15% among 65,000; AID 374, 2006; recombinant MKP-1, OMFP hydrolysis fluorescence; inhibition, %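 (compounds tested at a single concentration somewhere between 10 and 100 µM)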; Dual specificity protein phosphatase 1 (Homo sapiens), P28562;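 active means inhibition above about 50%, limit read from the data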;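 further: 0% = DMSO max control wells and 100% = wells with enzyme stopped by NaOH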
TNAP act mid DEA – human TNAP enzyme activators, primary screen, biochemical, luminescent, intermediate phosphate acceptor level; Alkaline phosphatase, tissue-nonspecific isozyme (Homo sapiens), P05186; purified TNAP, CDP-star luminescence, 100 mM DEA, 30 min; active compounds read high; scale: 0 levamisole-inhibited, 1 vehicle-only enzyme; activation factor at 20 µM; 64,000 tested, under 10 active;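 active means activation factor of at least 2 at 20 µM, relative to controls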
FXIIa inh mix – human factor XIIa inhibitors, primary screen, biochemical, pooled compound mixtures, fluorogenic substrate; Coagulation factor XII (Homo sapiens), P00748; purified FXIIa; inhibition, % at 5 µM; hit rate 0.2% among 62,000; AID 684, 2007; in the data active means inhibition above about 20%, passing the limit was not always enough;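 further: 0% = enzyme without compound and 100% = no enzyme blank; some results filed as inactive read as strong as hits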
Hsp90 inh – tumor Hsp90 inhibitors, primary screen, cell lysate, fluorescence polarization, NCI-N417 lysate. inhibition, % at 30 µM. Heat shock protein HSP 90-alpha (Homo sapiens), P07900. hit rate 0.35% among 64,000. Cy3B-geldanamycin FP displacement. AID 429, 2006;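 active means inhibition above 50%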;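 further: 0% = tracer plus lysate wells and 100% = tracer alone without lysate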
D1 mod – D1 CRE-luciferase signal change, two-sided – cell-based, HEK293 D1, dopamine EC30, D1 allosteric modulator project, primary screen | D(1A) dopamine receptor (Homo sapiens), P21728 | dopamine EC30 potentiation; actives deviate in either direction | B-score at 10 µM | hit rate 5.9% among 58,000 | AID 641, 2007;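 active means luminescence count or its row- and column-corrected plate score outside the 99.7% band of the plate's sample wells, on either side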
Cdc25B block – inhibitors of Cdc25B phosphatase catalytic domain, primary screen, biochemical, OMFP fluorescence; M-phase inducer phosphatase 2 (Homo sapiens), P30305; recombinant Cdc25B, OMFP fluorescence Ex485/Em525; inhibition, %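 (compounds tested at 10 µM final in the well)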; hit rate 0.1% among 65,000; AID 368, 2006; in the data active means inhibition above about 50%
Active calls of the source: *; . = no result given.

Key to letters – A = Her2 expr inh; B = RORa activator; C = SF-1 act; D = MKP-1 inh; E = TNAP act mid DEA; F = FXIIa inh mix; G = Hsp90 inh; H = D1 mod; I = Cdc25B block
CCOCCn1c(CN2CCC(C)CC2)nc2c1c(=O)n(C)c(=O)n2C
  A = 105	B = -7	C = -4	D = 10	E = 1	F = 1	G = -2	H = .	I = -16
CC(=O)c1c(C)n([O-])c2cc(C)ccc2[n+]1=O
  A = 100	B = 3	C = 7	D = -18	E = 0.9	F = 3	G = -1	H = -0.92	I = -2
COCCCNC(=O)c1ccc(C(=O)NCCCOC)cc1
  A = 97	B = -11	C = -9	D = 11	E = 0.9	F = -19	G = -4	H = 0.036	I = -16
CCOc1ccc(-n2c(SCC(=O)NC(C)CC)nc3n[nH]c(C)c3c2=N)cc1 (configuration not stated)
  A = 75	B = 10	C = -8	D = 9	E = 1	F = 0	G = 0	H = 0.74	I = 7
C#CCOC(=O)CCC(=O)Nc1cc(OC)nc(OC)n1
  A = 106	B = -12	C = 2	D = -2	E = 0.9	F = 9	G = -3	H = -0.58	I = -3
CSC1=C(C#N)C(c2ccc(C)s2)CC(=O)N1 (configuration not stated)
  A = 74	B = 1	C = -15	D = -14	E = 1	F = .	G = -4	H = .	I = -24
O=C(c1ccco1)N1CCN(C2=NS(=O)(=O)c3ccccc32)CC1
  A = 66	B = -18	C = -12	D = -6	E = 0.9	F = 8	G = -3	H = -0.22	I = -7
CC(=O)Nc1ccc(S(=O)(=O)N2CCC(c3nc4ccc(C)cc4[nH]3)CC2)cc1
  A = 58	B = -8	C = 1	D = 8	E = 1	F = 0	G = .	H = .	I = -8
COc1cccc(NC(=O)Cc2ccccc2)c1
  A = 118	B = -12	C = 23	D = -3	E = 1	F = 11	G = 0	H = -1.4	I = -12
O=C1C2C3C=CC(CO)(O3)C2C(=O)N1c1ccccc1-c1ccccc1 (configuration not stated)
  A = 29	B = -13	C = -18	D = 1	E = 1	F = 6	G = -4	H = 0.033	I = -13
CN(C(=O)CN1C(=O)c2ccccc2S1(=O)=O)c1ccccc1C(=O)O
  A = 110	B = 11	C = -21	D = -3	E = 1	F = 3	G = 1	H = -0.5	I = -12
O=C(NC(NC1CCS(=O)(=O)C1)C(=O)c1ccccc1)c1ccc(Cl)cc1 (configuration not stated)
  A = 53	B = 14	C = 23	D = 10	E = 0.9	F = 5	G = -6	H = 0.3	I = -7
N#CCCn1cc(/C=N/O)c(-c2ccc(-c3ccccc3)cc2)n1
  A = 71	B = 34	C = 57*	D = 12	E = 1	F = 7	G = -3	H = 0.31	I = -5
CCn1c(SCC(=O)Nc2ccc(Cl)cc2)nnc1C1CC1
  A = 105	B = -16	C = 0	D = -1	E = 0.9	F = 10	G = 0	H = -0.31	I = -6
S=C(c1ccc2c(c1)OCO2)N1CCCC1
  A = 104	B = 18	C = 10	D = 3	E = 1	F = 4	G = -3	H = 0.28	I = -1

Next section:
Key to letters – A = Her2 expr inh; B = RORa activator; C = SF-1 act; D = MKP-1 inh; E = TNAP act mid DEA; F = FXIIa inh mix; G = Hsp90 inh; H = D1 mod; I = Cdc25B block
COc1cccc(C2NC(=O)c3ccccc3O2)c1OC (configuration not stated)
  A = 43	B = -12	C = 20	D = -12	E = 1	F = -1	G = -4	H = -0.92	I = -1
CCn1c(SCC(=O)Nc2nc(-c3ccccc3)cs2)nnc1-c1ccccc1O
  A = 60	B = 19	C = 4	D = 34	E = 1	F = 4	G = 1	H = -1.4	I = -9
COCCn1nnnc1C(C(C)C)N(Cc1cccnc1)Cc1ccccc1Cl (configuration not stated)
  A = 101	B = 10	C = 9	D = 4	E = 1	F = 7	G = -3	H = -0.25	I = -11
S=C(c1ccc(-c2ccc(Cl)c(Cl)c2)o1)N1CCOCC1
  A = .	B = 45	C = 44	D = 12	E = 0.9	F = 1	G = -7	H = -1.3	I = 7
CCN(C(=O)c1ccco1)c1nc(CC(=O)Nc2ccc(Cl)cc2)cs1
  A = 61	B = 2	C = -12	D = 6	E = 0.9	F = 1	G = -3	H = 1.3	I = 12
COc1ccc2c(Cl)c(C(=O)NCCCn3ccnc3)sc2c1
  A = 124	B = 17	C = 10	D = 11	E = 1	F = 4	G = -14	H = -0.32	I = -15
CCn1c2ccccc2c2cc(N)ccc21
  A = 93	B = 5	C = -1	D = -3	E = 0.9	F = 10	G = 15	H = -0.0012	I = 6
CCCS(=O)(=O)N1CCC(C(=O)NCCCN(C)Cc2ccccc2)CC1
  A = 110	B = -9	C = -7	D = 6	E = 1	F = -19	G = -2	H = -0.98	I = 5
COc1ccc(CCNC(=O)CCN2C(=O)C(C)Oc3ccc(C)cc32)cc1OC (configuration not stated)
  A = 84	B = -4	C = -9	D = 3	E = 1	F = -4	G = -1	H = 1.1	I = -11
CCN(CC)c1nc(SCC(=O)O)nc(N(CC)CC)n1
  A = 58	B = -13	C = -5	D = 11	E = 1	F = -14	G = 0	H = 1	I = -8
COC(=O)C1C(=O)C2=C(CC1C)NC(C)=C(C(=O)OC(C)C)C2c1ccc(OC)c(O)c1 (configuration not stated)
  A = 88	B = -13	C = -8	D = 27	E = 0.9	F = 2	G = 2	H = -0.37	I = -11
COc1ccc(S(=O)(=O)N2CCC(C(=O)Nc3cccc(Cl)c3)CC2)cc1OC
  A = 85	B = 0	C = -2	D = 14	E = 1.1	F = 7	G = 1	H = 0.55	I = -4
COc1cccc(NC(=O)c2cccs2)c1
  A = 90	B = 40	C = 47	D = -2	E = 0.9	F = -6	G = 5	H = 0.96	I = -1
CCCC(C(=O)NC1CCCC1)N(Cc1cccs1)C(=O)c1snc(C(N)=O)c1N (configuration not stated)
  A = 87	B = -12	C = -15	D = -9	E = 1	F = 8	G = 0	H = -1.4	I = 2
COc1ccc(Cn2c(=O)sc3ccccc32)cc1
  A = 104	B = -19	C = -12	D = -4	E = 0.9	F = -3	G = 0	H = .	I = -13

The listing continues.
Key to letters – A = Her2 expr inh; B = RORa activator; C = SF-1 act; D = MKP-1 inh; E = TNAP act mid DEA; F = FXIIa inh mix; G = Hsp90 inh; H = D1 mod; I = Cdc25B block
COc1ccccc1C(=O)n1nc(-c2ccccc2)nc1NCc1ccco1
  A = 104	B = 3	C = 1	D = -2	E = 0.8	F = -7	G = -3	H = .	I = -19
CCOC(=O)N1CCN(C(=O)c2cccc(-n3c(=S)[nH]c4cc(Cl)ccc4c3=O)c2)CC1
  A = 89	B = 0	C = 0	D = 31	E = 0.9	F = 17	G = 0	H = 0.98	I = -8
COc1ccc(NC(=O)Nc2cc(C)ccc2OC(F)F)c(OC)c1
  A = 106	B = -8	C = -5	D = 26	E = 0.9	F = 14	G = -2	H = -0.5	I = -1
CCOc1ccc2nc(SCC(=O)N3CCCCCC3)c(C#N)cc2c1
  A = 116	B = -3	C = -22	D = -15	E = 0.8	F = 11	G = -4	H = 1.1	I = -4
COc1ccc(C2C(C(=O)N3CCN(c4ccccn4)CC3)CC(=O)N2c2ccc(OC)cc2)cc1 (configuration not stated)
  A = 83	B = -1	C = -6	D = .	E = 0.9	F = 2	G = .	H = -3.1*	I = .
O=C(c1ccccc1C(=O)N1CCN(c2ccccc2F)CC1)N1CCN(c2ccccc2F)CC1
  A = 109	B = -10	C = 0	D = 0	E = 1	F = -23	G = -2	H = 1.7	I = -12
O=c1c2cnn(-c3ccccc3Cl)c2ncn1Cc1cccnc1
  A = 138	B = -15	C = -7	D = -22	E = 0.9	F = -15	G = -4	H = -0.84	I = -11
O=C(CC1Sc2ccccc2NC1=O)Nc1cccc(-c2nnc3n2CCCCC3)c1 (configuration not stated)
  A = 82	B = 4	C = 13	D = 2	E = 1.1	F = 0	G = -1	H = -0.14	I = -10
O=C(CNS(=O)(=O)c1ccccc1)NCc1ccccn1
  A = 53	B = -13	C = -12	D = -1	E = 1	F = -1	G = 0	H = -0.39	I = -4
C=CCN1C(=O)C2C(C(=O)NC)C3C=CC2(O3)C1C(=O)NCc1ccc(OC)cc1 (configuration not stated)
  A = 103	B = 0	C = -10	D = 5	E = 0.8	F = 6	G = .	H = 1.2	I = -12
CCOC1=NC(C(=O)O)c2ccccc2/C(=C(/C)Cl)N1 (configuration not stated)
  A = .	B = -9	C = 3	D = 9	E = 1	F = 9	G = .	H = 0.27	I = -12
CCc1ccc2c(CN3CCN(S(=O)(=O)c4ccc5c(c4)OCCO5)CC3)cc(=O)oc2c1
  A = 115	B = -8	C = -9	D = 18	E = 1.1	F = 10	G = -5	H = .	I = 3
Cc1ccc(NC2CC(=O)N(c3ccc(N4CCCCC4)cc3)C2=O)cc1 (configuration not stated)
  A = 173	B = -23	C = -15	D = 18	E = 0.9	F = 0	G = -4	H = 0.22	I = 2
Cc1cc(O)ccc1-c1cnc2ccccc2n1
  A = 69	B = 30	C = 22	D = -25	E = 0.8	F = .	G = -1	H = .	I = 1
Cc1ccc(CS(=O)(=O)Cc2ccc(C(=O)NCc3cccnc3)o2)cc1
  A = 90	B = -8	C = 0	D = -3	E = 0.9	F = 4	G = 0	H = 0.16	I = -20

(continued)
Key to letters – A = Her2 expr inh; B = RORa activator; C = SF-1 act; D = MKP-1 inh; E = TNAP act mid DEA; F = FXIIa inh mix; G = Hsp90 inh; H = D1 mod; I = Cdc25B block
COc1ccc(CCNc2nnc(Sc3nnnn3-c3ccccc3)s2)cc1OC
  A = 61	B = -69	C = -68	D = 7	E = 1	F = 3	G = -1	H = 5.3*	I = -10
O=C(Nc1cccc(-n2cnnn2)c1)c1ccco1
  A = 87	B = 12	C = 13	D = 24	E = 0.9	F = -12	G = -2	H = 0.15	I = 4
CCc1ccccc1S(=O)(=O)Cc1ccc(C(=O)N2CCN(c3ccccn3)CC2)o1
  A = 61	B = 3	C = -5	D = 14	E = 0.9	F = -1	G = -4	H = -0.27	I = -7
O=C(CN1C(=O)c2ccccc2S1(=O)=O)NCCC1=CCCCC1
  A = 106	B = -15	C = 6	D = 9	E = .	F = .	G = -4	H = 0.057	I = -14
Fc1cccc(CSc2nc3ccncc3[nH]2)c1
  A = 109	B = 25	C = 51*	D = -2	E = 0.9	F = 6	G = -2	H = -0.74	I = -42

An excerpt from above in order of count of non-hydrogen atoms, descending:
Key to letters – A = Her2 expr inh; B = RORa activator; C = SF-1 act; D = MKP-1 inh; E = TNAP act mid DEA; F = FXIIa inh mix; G = Hsp90 inh; H = D1 mod; I = Cdc25B block
Cc1ccc(CS(=O)(=O)Cc2ccc(C(=O)NCc3cccnc3)o2)cc1
  A = 90	B = -8	C = 0	D = -3	E = 0.9	F = 4	G = 0	H = 0.16	I = -20
COc1ccc(NC(=O)Nc2cc(C)ccc2OC(F)F)c(OC)c1
  A = 106	B = -8	C = -5	D = 26	E = 0.9	F = 14	G = -2	H = -0.5	I = -1
C#CCOC(=O)CCC(=O)Nc1cc(OC)nc(OC)n1
  A = 106	B = -12	C = 2	D = -2	E = 0.9	F = 9	G = -3	H = -0.58	I = -3
